CHO-K1 Ca PAM – M1 PAM counterscreen hit in parental CHO-K1 cells. activation, % at 3 µM. 360,000 compounds, 0.02% hits. AID 602247. ATP EC20, Fluo-8 calcium fluorescence; 0% at ATP EC20, 100% at ATP max;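 active = activation above the run cutoff, the mean activation of all test compounds plus 3 SD, cut at about 40% in these data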;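 note: peak over basal fluorescence ratio in a 140 s read after ATP addition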
CRFR2-BP antag – CRF-BP/CRF-R2 complex antagonism | HEK293 CRF-R2/CRF-BP, CRF-induced calcium fluorescence | 350,000 compounds, 0.59% hits | inhibition, % at 11.8 µM;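 active = inhibition of the ligand-induced calcium signal above about 50% at the single tested concentration, limit read from the data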
M5 ag – agonists of human muscarinic M5 receptor (CHRM5) | CHO-K1 hM5 cells, Fluo-8 calcium fluorescence; 0% DMSO wells, 100% maximal acetylcholine response | activation, % at 3 µM | P08912 | 360,000 compounds, 0.19% hits;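 active = activation above the run's mean over test compounds plus 3 SD, cut at about 23% in these data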;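 note: signal is peak over basal fluorescence ratio across the kinetic read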
Target sequence (P08912 whole entry, looked up): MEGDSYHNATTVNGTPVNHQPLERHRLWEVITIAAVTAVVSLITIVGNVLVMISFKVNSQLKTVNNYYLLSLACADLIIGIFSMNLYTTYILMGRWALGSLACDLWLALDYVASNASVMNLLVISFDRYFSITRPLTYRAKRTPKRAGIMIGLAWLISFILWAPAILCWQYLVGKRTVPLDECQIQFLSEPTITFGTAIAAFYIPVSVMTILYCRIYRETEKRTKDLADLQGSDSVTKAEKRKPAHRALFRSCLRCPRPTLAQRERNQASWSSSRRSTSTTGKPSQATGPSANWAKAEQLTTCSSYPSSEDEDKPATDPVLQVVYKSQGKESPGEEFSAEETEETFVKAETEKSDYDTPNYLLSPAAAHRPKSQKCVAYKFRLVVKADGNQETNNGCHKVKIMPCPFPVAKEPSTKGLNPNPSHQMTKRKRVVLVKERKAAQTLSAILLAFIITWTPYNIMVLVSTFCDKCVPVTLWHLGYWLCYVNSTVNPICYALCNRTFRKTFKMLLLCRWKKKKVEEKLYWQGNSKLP
M5 PAM – positive allosteric modulators of human muscarinic M5 receptor; P08912; CHO-K1 hM5, Fluo-8 calcium, ACh EC20 PAM; 0% = ACh EC20, 100% = ACh EC100; activation, % at 3 µM; 360,000 compounds, 0.3% hits; AID 624038;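 active = activation above the run cutoff, the mean activation of all test compounds plus 3 SD, cut at about 18% in these data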
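system = human M5 receptor in CHO-K1 cells | reagent = EC20 acetylcholine as agonist stimulus | compound dosing = single-point, 3 µM nominal | incubation = Fluo-8 loading 80 min at 37 °C plus 30 min room temperature | detection = Fluo-8 calcium dye fluorescence, kinetic read | benchmarks = low control EC20 acetylcholine (0%), high control EC100 acetylcholine (100%)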
TAAR1 ag – agonists of human TAAR1 | Q96RJ0 | CHO RD-HGA16 TAAR1, Fluo-8 calcium fluorescence; vehicle wells 0%, saturating PEA agonist 100% | activation, % at 3 µM | 360,000 compounds, 0.99% hits;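 active = activation above the mean activation of all test compounds in the run plus 3 SD, cut at about 38% in these data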
Target sequence (Q96RJ0 whole entry, looked up): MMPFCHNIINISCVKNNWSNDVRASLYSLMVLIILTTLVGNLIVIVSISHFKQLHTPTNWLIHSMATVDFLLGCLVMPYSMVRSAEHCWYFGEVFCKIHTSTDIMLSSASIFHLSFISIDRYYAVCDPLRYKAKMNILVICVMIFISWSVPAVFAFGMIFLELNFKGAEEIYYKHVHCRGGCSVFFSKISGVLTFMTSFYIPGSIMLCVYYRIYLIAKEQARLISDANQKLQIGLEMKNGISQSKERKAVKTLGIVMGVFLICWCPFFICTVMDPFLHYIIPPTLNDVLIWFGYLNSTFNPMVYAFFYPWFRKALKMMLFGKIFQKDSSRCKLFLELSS
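Benchmarks: low control DMSO, high control PEA (EC100); System: CHO RD-HGA16 cells carrying human TAAR1 plus Gα16; Detection: Fluo-8 fluorescence, 5 s baseline then 140 s kinetic read; Schedule: 17-24 h plating, Fluo-8 75 min 37 °C, 30 min RT; Read-out basis: % activation from peak over basal fluorescence ratio, DMSO-to-PEA scaled.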
TAAR1 antag – human TAAR1 antagonism | inhibition, % at 3 µM | Q96RJ0 | 360,000 compounds, 1.5% hits | CHO RD-HGA16 TAAR1, Fluo-8 calcium fluorescence, antagonist;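 active = inhibition above a per-plate cutoff, the mean inhibition of test compounds on that plate plus 3 SD, cut at about 49% in these data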;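 note: 0% = DMSO plus EC80 beta-PEA response and 100% = DMSO alone without agonist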
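Test system – hTAAR1-expressing CHO RD-HGA16 cells, Gα16-coupled · Reagent – β-PEA at EC80 concentration, post-compound challenge · Compound dosing – 3 µM, single point · Timing – 140 s kinetic read after compound, 140 s after agonist · Detection – Fluo-8 intracellular calcium dye fluorescence, real-time kinetic reads · Control set – DMSO and EC80 PEA controls · Repeats – n of 1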
CRFBP-R2 agonist – agonists of human CRF-binding protein/CRF-R2 receptor complex. AID 588473. activation, % at 13.2 µM. HEK293 CRF-R2/CRF-BP, calcium dye fluorescence (FLIPR); percent of saturating CRF peptide response. 350,000 compounds, 0.46% hits;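 active = activation of at least 50%, plus an integration ratio under a set limit after plate pattern correction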;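 note: plate controls were neutral control wells without compound for no effect and CRF at EC100 for full effect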
CHRM5 antagonist – CHRM5 antagonism in calcium assay | P08912 | 360,000 compounds, 0.59% hits | AID 624040 | CHO-hM5 cells, Fluo-8 calcium fluorescence, ACh EC80 | inhibition, % at 3 µM;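 active = inhibition above a per-plate cutoff, the mean of that plate's test compounds plus 3 SD, cut at about 27% in these data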;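 note: 0% = acetylcholine EC80 with DMSO and 100% = DMSO without agonist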
CHRM4 PAM – CHRM4 positive allosteric modulation. P08173. CHO-K1 hM4/Gqi5, Fluo-8 calcium fluorescence, ACh EC20; 0% = ACh EC20, 100% = maximal ACh. activation, % at 3 µM. 360,000 compounds, 0.4% hits;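 active = activation above its plate's cutoff, the mean activation of sample wells plus 3 SD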; note: some results filed as inactive read as strong as hits
* = called active by the depositor; · = not tested or not shown; & = joins results of further samples.

nr	Structure	CHO-K1 Ca PAM	CRFR2-BP antag	M5 ag	M5 PAM	TAAR1 ag	TAAR1 antag	CRFBP-R2 agonist	CHRM5 antagonist	CHRM4 PAM
1	Cc1ccc(OCC(=O)NCCNC(=O)c2ccncc2)cc1	-18.3	-2.1	-2.0	1.3	2.4	-3.2	-0.2	13.5	-1.9
2	Cn1c(=O)c([N+](=O)[O-])c(NCc2ccccc2Cl)c2ccccc21	18.7	7.2	-2.5	9.1	0.1	6.7	-3.0	3.6	-9.3
3	O=C1CCCCN1CC(=O)N1CCCC(Nc2ccc(F)cc2)C1 (stereo not drawn)	-8.0	-9.0	-2.7	-2.4	1.4	-8.9	0.7	15.5	0.5
4	Cc1ccc(OCC(O)CN2CCN(Cc3ccc4c(c3)OCO4)CC2)c(C)c1 (stereo not drawn)	-4.2&0.4	-7.3&-3.7	-5.7&-1.1	-0.2&-2.0	3.9&14.4	-8.4&-7.7	-0.6&0.1	7.2&-1.7	-3.3&-2.5
5	O=C(Nc1ccc(Cc2nc3ccccc3s2)cc1)c1ccncc1	1.2	2.9	0.5	-11.8	5.9	11.4	-0.1	18.1	-13.1
6	Cc1cccc(-c2noc(CN(C(=O)C34CC5CC(CC(C5)C3)C4)C(C)C)n2)c1	-7.5	0.5	-2.1	-4.0	4.4	-3.0	5.5	9.3	-1.9
7	COc1ccc(C2=CCCC2)c(OC)c1	26.2	-2.4	5.5	3.6	1.0	-10.8	-4.1	-2.6	2.4
8	CCC(CCC(=O)Nc1ccn(-c2ccccc2)n1)C(=O)O (stereo not drawn)	10.1	12.3	-0.7	3.5	2.9	3.2	1.0	-5.5	3.1
9	COCCNC(=O)C(c1cccs1)N(C(=O)Cn1nnc2ccccc21)c1ccc2c(c1)OCO2 (stereo not drawn)	4.5	15.0	-5.9	2.2	3.2	4.2	-1.3	-8.9	5.2
10	CS(=O)(=O)NN1C(=O)c2ccccc2NC1c1cccc2cccnc12 (stereo not drawn)	10.9	13.9	1.0	-4.0	3.5	-3.7	-1.9	0.4	-1.7
11	Cc1cc(C)nc(NC(N)=NC(C)c2ccccc2)n1 (stereo not drawn)	·	-19.6	·	·	23.9	-2.7	1.5	·	·
12	COc1ccc(OC)c(-n2c(CNC3CCN(Cc4ccccc4)CC3)nc3ccccc3c2=O)c1	2.0	-11.5	-4.7	-3.8	-0.9	13.0	-2.9	1.4	4.1
13	CC(=O)Nc1ccc(S(=O)(=O)NC2=NCN(c3cccc([N+](=O)[O-])c3)CN2)cc1	18.1	3.0	-1.7	5.2	2.4	-4.7	-0.9	-3.0	0.1
14	O=C(NC1CC1)c1ccc(CSCc2cccc(F)c2)o1	17.7	8.7	6.0	-5.9	2.9	-27.1	-1.5	3.4	-1.9
15	CC(NC(=O)Cc1cccs1)c1ccc2c(c1)OCO2 (stereo not drawn)	13.9	30.9	-6.3	-0.6	3.6	-0.9	0.4	6.7	10.4
16	Cc1onc(-c2ccccc2)c1C(=O)N/N=C/c1cc(Br)c(Br)o1	20.8	103.4*	-3.5	-15.8	5.2	16.7	2.0	5.9	-5.9
17	COc1cc2c(cc1NC(=O)c1ccc3c(c1)OCO3)oc1ccccc12	-1.2	-3.6	2.2	-2.4	24.5	-15.9	0.8	6.6	-0.1
18	COc1cccc(-c2ncc3ccccc3c2COC(=O)c2cccs2)c1	-3.0	10.7	1.7	-1.6	2.4	25.6	-0.7	2.6	-1.5
19	O=C(N/N=C\c1ccc(-c2ccc(Cl)c(Cl)c2)o1)C(=O)N1CCCC1	18.6	6.2	4.6	3.2	2.2	12.6	-2.9	-9.9	-9.2
20	COc1nn(CC(=O)N2N=C(C(F)F)CC2(O)C(F)F)cc1[N+](=O)[O-] (stereo not drawn)	-0.4	8.6	-2.3	-1.4	12.1	10.2	-0.3	-9.1	21.6
21	CC(=O)Oc1ccc(C(=O)Nc2ccccc2C(=O)Nc2cccc(C(=O)O)c2)cc1	-2.9	1.7	7.3	-3.4	5.7	-10.3	1.3	13.5	-1.1
22	COc1ccccc1N(CC(=O)NCc1ccccc1)C(=O)CCC(=O)Nc1nccs1	13.5	-11.9	-0.7	-0.3	2.7	1.2	1.9	13.3	2.2
23	CCn1c2ccc(CC(=O)O)cc2c2cc(CC(=O)O)ccc21	10.8	1.5	-0.6	-6.9	11.6	4.5	-0.5	-7.3	-3.6
24	COC(=O)c1[nH]c2ccc(C)cc2c1NC(=O)CN1CCN(Cc2ccccc2)CC1	7.0	-5.6	-7.7	0.6	9.1	20.8	-1.2	-2.3	-7.2
25	CC(=O)Nc1ccc(NC(=O)CSc2nnc3ccc(-c4ccc(F)cc4)nn23)cc1	20.6	19.3	-2.9	5.0	-0.1	0.2	-1.6	14.8	2.3
26	CCOCC(=O)Nc1nnc(C2CCCCC2)s1	13.4	-21.7	-1.8	-3.6	16.1	11.7	-0.6	4.5	2.4
27	Fc1ccc(-c2nnc(CN3CCN(c4ncc(C(F)(F)F)cc4Cl)CC3)o2)cc1	17.0	3.8	0.4	-0.6	1.8	6.3	0.7	-1.7	-3.7
28	CCCn1c(SCC(=O)Nc2ccc(Cl)cc2)n[nH]c1=O	-10.4	0.1	-2.7	-0.5	0.8	6.6	0.0	7.8	-1.1
29	O=C(NC1CC1)C1=COCCO1	-6.3	14.2	-0.2	-1.8	4.1	14.2	0.9	2.3	0.6
30	CC(/C=N\NC(=O)c1cc(C)oc1C)=C\c1ccccc1	-9.2	-1.6	-2.2	-5.5	7.4	-2.8	-1.7	6.0	-0.4
31	CCN(CC)C1CCN(C(=O)CCc2nnc(CCc3ccccc3)o2)C1 (stereo not drawn)	-17.3	12.1	-12.3	-5.1	-1.8	-24.5	-0.5	9.3	-17.4
32	CC1(c2ccccc2)NC(=O)N(CC(=O)Nc2nnc(C3CC3)s2)C1=O (stereo not drawn)	8.2	8.4	-3.5	-9.3	1.6	-24.4	-0.3	20.1	-2.1
33	CC(C)(C)NC(=O)NC(=O)Cn1cc(C(F)(F)F)ccc1=O	4.5	-18.9	1.4	-3.4	12.4	-13.0	1.9	5.6	6.6
34	CCOC(=O)c1ccc(Oc2cn[nH]c2-c2ccc(OCC(=O)NN)cc2O)cc1	6.3	-9.1	2.9	-13.0	86.1*	34.5	1.4	13.4	-10.9
35	CC(O)c1n(C)c(Cl)c[n+]1C (stereo not drawn)	-3.8	-8.1	-2.3	-1.9	1.9	-8.4	2.2	5.0	-5.8
36	CCc1noc(C)c1C(=O)Nc1cc(S(=O)(=O)N2CCOCC2)ccc1N1CCN(CC)CC1	2.0	-10.4	0.1	-2.5	4.3	-17.0	-1.0	8.2	1.1
37	COc1ccccc1-c1cc(C(=O)N/N=C/c2sccc2C)c2ccccc2n1	17.8	-15.7	-2.4	-9.4	10.9	40.9	2.4	0.4	-10.8
38	Cc1ccc(C)c(CSc2ncccc2C(=O)O)c1	3.4	-5.3	0.2	-1.8	-2.8	-4.1	-0.2	3.4	9.1
39	CC1CCCCN1C(=O)C1CCN(S(=O)(=O)c2ccc(-n3cnnn3)cc2)CC1 (stereo not drawn)	13.0	5.5	-0.4	-1.6	0.7	-0.1	-0.5	13.8	-8.2
40	COC(=O)[C@]12CCCCC=C1N(CCc1ccc(OC)c(OC)c1)C(=O)[C@H](CC(=O)NCC13CC4CC(CC(C4)C1)C3)C2	·	·	1.8	-8.8	0.3	47.3	·	6.3	0.8
41	O=C(CSc1nncs1)NCc1ccc2c(c1)OCO2	-6.9	10.9	1.5	0.5	6.3	7.4	0.9	1.9	5.4
42	O=C(Nc1nc(OCC(F)(F)F)cnc1/C=C\c1ccccc1)c1ccccc1	3.5	·	-1.9	-0.5	-1.4	25.5	·	-14.1	5.1
43	COc1ccccc1CNC(=O)CCSCc1cccc(Cl)c1	8.8	24.9	-4.7	-1.8	2.1	0.9	-1.6	3.8	2.2
44	CN1c2ccccc2C(=O)/C(=C\Nc2ccc(F)cc2)S1(=O)=O	13.2	-3.9	-4.7	-6.7	4.3	19.4	-1.4	12.2	-6.4
45	N#CCC(=O)Nc1ccc(C(=O)OCC(=O)Nc2ccccc2-c2ccccc2)cc1	20.8	-2.7	-0.2	5.5	2.3	2.8	-1.2	-1.4	2.2
46	Cc1ccccc1NC(=O)C(=O)N/N=C/c1cccc(Br)c1	16.2	-23.9	-5.0	-1.5	-1.4	0.4	-1.0	-0.2	1.9
47	CSc1n[nH]c(=O)n1-c1cccc(Cl)c1	13.8	5.2	1.9	-0.2	3.6	-49.6	-1.2	7.0	-1.7
48	Cc1nnc(SCc2ccc(Cl)cc2)nc1/C=C/N(C)C	-3.8	-3.0	0.2	-0.4	2.0	-15.7	0.6	6.2	4.7
49	CCCCSc1nc(N)c(C#N)c(-c2cccs2)c1C#N	12.0	-39.2	-4.2	-8.1	1.3	4.9	3.1	-4.2	-6.5
50	[N-]=[N+]=NC(c1ccccc1)C(NC(=O)c1cc(C(F)(F)F)cc(C(F)(F)F)c1)c1ccccc1 (stereo not drawn)	7.1	·	0.2	-16.7	10.2	41.2	·	10.8	-13.1

Just TAAR1 antag, for some of the entries so far:
no.	SMILES	TAAR1 antag
29	O=C(NC1CC1)C1=COCCO1	14.2
30	CC(/C=N\NC(=O)c1cc(C)oc1C)=C\c1ccccc1	-2.8

Additional structures follow:
nr	Structure	CHO-K1 Ca PAM	CRFR2-BP antag	M5 ag	M5 PAM	TAAR1 ag	TAAR1 antag	CRFBP-R2 agonist	CHRM5 antagonist	CHRM4 PAM
51	O=C1c2ccccc2C(=O)N1CCCCn1c(=O)oc2ccccc21	2.6	0.1	-5.2	-8.3	6.4	2.1	-0.2	2.1	0.4
52	O=C(Nc1cc(Sc2nc3ccccc3s2)cc([N+](=O)[O-])c1)c1ccccc1	21.4	-27.7	-0.6	-8.4	4.3	-23.0	0.8	10.3	-14.4
53	CCn1nnnc1SCC(=O)N1N=C(c2cccs2)CC1c1cccs1 (stereo not drawn)	3.0	3.3	1.4	4.5	2.7	-34.7	-0.9	1.2	4.3
54	O=C1NNC(c2ccccc2)=N/C1=C\c1ccccc1	9.1	15.5	4.3	5.6	3.1	-15.0	-1.2	0.4	-8.2
55	CCN(CC(=O)Nc1ccc(OC)c(OC)c1)CC(=O)Nc1ccccc1C(F)(F)F	10.7	-10.4	3.5	0.1	3.0	-1.5	-0.2	6.5	-1.4
56	CC(C)CC(=O)NC(=S)Nc1ccc(Cl)cn1	9.4	-11.2	-5.7	-3.1	7.0	4.5	-5.3	6.6	-2.1

From PubChem BioAssay
